High-throughput results deposited in PubChem BioAssay by National Center for Advancing Translational Sciences (NCATS).
ERG Ets-DNA blk = inhibitors of human ERG Ets domain-DNA interaction; P11308; hit rate 0.028% among 370,000; Potency, µM (series often up to 76.9 µM), for the others: at the highest dose FP activity, negative = inhibition, hits mostly inhibitors; AID 624246; fluorescence polarization, His-ERG Ets domain / labelled DNA; active = well fitted inhibition curve with a large enough effect in the polarisation, with a control signal flat; inconclusive = small, poorly fitted or top-dose-only effect, or effect the other way, or a change in a side signal; inactive = no such curve, though single readings can be large or run the other way; the % refers to the polarisation;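 also: polarization taken with two DNA probes labelled with fluorescein and Texas red; potency is read from the fitted curve at half-maximal effect; % of control where 0% means no effect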
Target sequence (P11308 whole entry, looked up, the tested form may be a part): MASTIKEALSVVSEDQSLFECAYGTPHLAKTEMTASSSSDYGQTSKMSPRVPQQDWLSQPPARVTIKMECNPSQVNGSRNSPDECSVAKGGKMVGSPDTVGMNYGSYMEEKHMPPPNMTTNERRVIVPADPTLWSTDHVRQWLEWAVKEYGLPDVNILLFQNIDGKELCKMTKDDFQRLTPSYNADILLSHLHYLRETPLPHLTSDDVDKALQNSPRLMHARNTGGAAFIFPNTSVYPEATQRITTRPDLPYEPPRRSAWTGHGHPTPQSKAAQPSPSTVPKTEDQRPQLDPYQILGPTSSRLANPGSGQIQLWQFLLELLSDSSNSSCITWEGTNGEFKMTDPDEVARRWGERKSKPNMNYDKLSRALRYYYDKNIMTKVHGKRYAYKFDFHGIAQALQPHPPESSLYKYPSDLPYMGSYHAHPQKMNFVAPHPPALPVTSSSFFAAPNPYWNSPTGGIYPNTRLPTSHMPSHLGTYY
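His-tagged ERG Ets domain (1 uM in the protein solution; 300mM KCl, 50mM Tris-HCl, 1mM EDTA, 1mM DTT, pH 7.5) received compound, then a probe mix of 5 nM fluorescein-DNA and 100nM Texas-615-DNA. Fluorescence polarization was read for both dyes.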
Vif-APOBEC3F blk = blocks the Vif interaction with APOBEC3F; HeLa A3F-eYFP + Vif (tagged APOBEC3F with the HIV-1 protein that degrades it), YFP fluorescence increase; Potency, µM (titrated, usually from 46.1 µM), for the others: top-dose activity, negative = active; hit rate 0.2% among 390,000; also: potency is read from the fitted curve at half-maximal effect; % of control where 0% means no effect; nearly all actives have a fitted effect of over 65% in size
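HeLa cells stably expressing Vif plus C-terminally eYFP-tagged A3F were seeded, incubated overnight at 37 deg C, dosed with compound, incubated overnight again at 37 deg C. Yellow fluorescence (Ex 488/Em 500-530) reported blocked Vif-mediated A3F-eYFP degradation.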
RGS4 inh = blocks human RGS4-accelerated GTP hydrolysis. Potency, µM (highest dose often 114 µM), for inactives: at the highest dose activity change, negative = inhibition, usual class: inhibitors. Transcreener GDP fluorescence polarization, RGS4-accelerated GTP hydrolysis. P49798. hit rate 0.039% among 390,000; also: potency is read from the fitted curve at half-maximal effect; % is scaled to controls: 0 for no effect and ±100 for the full control effect; nearly all actives have a fitted effect of over 75% in size; some results filed as inactive show a strong effect at the top dose
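MLSMR compounds (23 nl, pin-transferred) preincubated 10 min at room temperature with a 500nM (2x) first reagent, then RGS4 at 900nM (2x) plus Transcreener GDP mix added; fluorescence polarization (620/688 nm) read before and after 90 min at 30 °C.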
GRP78 ERSR act = inducers of ER stress response in human glioma cells. U87-MG GRP78 promoter luciferase reporter, 16 h. Potency, µM, for inactives: at the highest dose activation, usual class: activators. hit rate 0.02% among 420,000. AID 602332; also: potency is read from the fitted curve at half-maximal effect; series mostly up to about 76 µM; % of control where 0% means no effect; nearly all actives have a fitted effect of over 35% in size
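ERSR induction read as luciferase luminescence (Bright-Glo, 10 min at room temperature) in stably transfected human U87-MG glioma cells exposed to compounds for 16 h, using GRP78 as sensor.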
LDHA inh = LDHA (human) enzyme inhibition; P00338; purified LDHA, NADH/diaphorase-resazurin fluorescence; hits give low values; activity change, % (values are at about 110 or 230 µM); hit rate 0.15% among 480,000; AID 1347041; in the data active = activity change below about -30%; inconclusive = mostly about -25% to -30%;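 also: plate controls were DMSO wells for no effect and wells without enzyme for full effect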
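Human LDH5 (2 nM) was incubated with 0.06 mM NADH and 0.2 mM pyruvate for 5 min at room temperature in Tris pH 7.4. Remaining NADH was coupled through diaphorase/resazurin, and resorufin fluorescence was read at 0 and 20 min.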
D2 antagonist = D2 dopamine receptor (human) antagonism; P14416; HEK293 TREx D2 cells, calcium flux, dopamine EC80; inhibition, % at 10 µM; hit rate 2% among 340,000; AID 485344; in the data active = inhibition above about 30%; also: 0% is about no effect
Target sequence (P14416 whole entry, looked up): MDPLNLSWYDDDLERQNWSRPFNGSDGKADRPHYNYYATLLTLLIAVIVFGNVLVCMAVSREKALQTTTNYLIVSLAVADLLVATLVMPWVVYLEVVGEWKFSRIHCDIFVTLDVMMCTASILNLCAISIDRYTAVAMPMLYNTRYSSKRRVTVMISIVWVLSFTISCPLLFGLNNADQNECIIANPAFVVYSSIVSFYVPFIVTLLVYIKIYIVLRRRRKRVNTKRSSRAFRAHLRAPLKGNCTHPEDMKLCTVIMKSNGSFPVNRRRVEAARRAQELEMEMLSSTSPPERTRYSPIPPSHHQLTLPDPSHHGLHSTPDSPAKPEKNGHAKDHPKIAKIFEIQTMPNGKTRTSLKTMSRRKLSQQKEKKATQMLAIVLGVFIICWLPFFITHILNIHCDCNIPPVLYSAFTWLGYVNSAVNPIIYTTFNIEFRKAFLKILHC
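Tetracycline-induced HEK293 TREx cells expressing D2 receptor forced-coupled to calcium signalling, loaded with no-wash calcium dye. Compounds added and calcium flux read 180 s, then dopamine added at EC80 and read a further 180 s.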
D2 agonist = activates the human D2 dopamine receptor; P14416; HEK293 T-REx D2 cells, calcium flux agonist mode; activation, % at 2 µM; hit rate 0.53% among 340,000; AID 485358;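 active = activation over 3 SD above normal in the single-dose calcium agonist read, cut at about 30% in these data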; also: 0% is about no effect
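Agonism scored from kinetic calcium signal (1 read/sec, 180 s) following compound pin transfer, after a 10 s baseline. Cells: HEK293 Trex line expressing inducible D2 receptor coupled to calcium, dye-loaded after overnight culture at 30 C.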
Vif-APOBEC3G blk = inhibitors of Vif-APOBEC3G interaction; Q9HC16; HeLa A3G-eYFP + Vif (tagged APOBEC3G with the HIV-1 protein that degrades it), YFP fluorescence, overnight; Potency, µM (titrated, usually from 46.1 µM), inactives show at the highest dose activity, negative = active, most hits filed as inhibitors; hit rate 0.076% among 410,000;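 also: potency is read from the fitted curve at half-maximal effect; % is scaled to controls: 0 for no effect and ±100 for the full control effect; nearly all actives have a fitted effect of over 60% in size; hits raise eYFP signal because A3G escapes Vif-driven loss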
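HeLa cells stably expressing Vif and C-terminally eYFP-tagged A3G, seeded overnight at 37 deg C, then exposed to compound by pintool overnight at 37 deg C. Rise in yellow fluorescence (Ex 488/Em 500-530, Acumen) marks blocked Vif-driven A3G degradation.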
ALOX12 inh = inhibitors of human 12S-lipoxygenase ALOX12. P18054. purified 12hLO, xylenol orange hydroperoxide absorbance. Potency, µM (series often up to 108 µM), without a hit: at the top dose activity change, negative = inhibition, hits mostly inhibitors. hit rate 1.1% among 580,000. AID 1671190; also: potency is read from the fitted curve at half-maximal effect; % is scaled to controls: 0 for no effect and ±100 for the full control effect
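Hydroperoxide product was detected by ferrous iron/xylenol orange as the 573 to 405 nm absorbance ratio. Arachidonic acid at 40 uM (final) was turned over for 30 min at room temperature by 150 nM human 12hLO, pH 7.0 Hepes buffer, after 15 min compound preincubation.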
Starred values were filed as active, the others as inactive; ? = inconclusive; / = not tested or not shown; & = joins results of further samples; [ ] = another dose, or the depositor's remark. Unless noted, calls follow the shape of the dose curve; as a rule, active = well fitted curve in the direction sought with a large enough effect; inconclusive = small, poorly fitted or top-dose-only effect, or another doubt; inactive = no such curve, though single readings can be large; an effect the other way counts as inactive or inconclusive. These rows are one share of the data; count on the stated rates, not on these rows.

SMILES	ERG Ets-DNA blk	Vif-APOBEC3F blk	RGS4 inh	GRP78 ERSR act	LDHA inh	D2 antagonist	D2 agonist	Vif-APOBEC3G blk	ALOX12 inh
Clc1ccc(COn2ccnc2)cc1Cl	14%	-8%	-3%	4%	1	7	0.0	3%	17%
COC(=O)[C@H](C)NC(=O)NCc1ccccc1F	-6%	-10%	-8%	2%	-7	9	1.1	-1%	11%
O=C1c2ccccc2C(Nc2ccc3c(c2)OCCO3)N1Cc1ccc2c(c1)OCO2 (stereo not given)	2%	-2%	-17%	-6%	4	3	-0.4	-3%	382%[activator]
Cc1ccc(OCC(=O)NN=C2c3ccccc3-c3ccccc32)cc1	-8%	-10%	-9%	-4%	-2	11	0.9	0%	0%
O=S(=O)(c1c(F)cccc1F)N(CCc1ccc(F)cc1)C[C@@H](O)COCc1ccccc1	1%	6%	25%	-4%	-1	/	/	3%	19%
O=[N+]([O-])c1ccc(N2CCN(C(=S)Nc3ccc(F)cc3F)CC2)cc1	26%	2%	-10%	-5%	-5	/	/	0%	-3%
CS(=O)(=O)c1ccc([C@@H](O)[C@@H](CO)NC(=O)C(Cl)Cl)cc1	-5%	1%	26%	-2%	-3	14	-0.3	0%	26%
CCc1ccc(CNC(=O)c2nn(-c3ccc(C)cc3)c(=O)c3c2c2ccccc2n3C)cc1	-7%	2%	-22%	-1%	-8	/	1.0	3%	?
CC(=O)Nc1ccc(OC(=O)c2ccco2)cc1	/	0%	13%	3%	-13	21	-0.1	3%	-7%
Cc1cc(/C=N/n2cnnc2)c(C)n1-c1ccc(C(=O)O)cc1	0%	0%	13%	-3%	0	3	-1.3	-1%	-3%
Cc1ccc(-c2nc3ncccc3o2)cc1NC(=O)Cc1ccc(Cl)cc1	-12%	1%	5%	-1%	0	15	0.4	3%	-19%
Cc1c2c(n3c(nc4ccccc43)c1C#N)N(CCCN(C)C)CC2	-9%	-8%	-14%	-6%	1	/	/	3%	-14%
O=C1C(SCCO)=C(SCCO)C(=O)c2ccccc21	13µM*	?	3.4µM*	-13%&-12%&-12%&-12%&-12%	21&20&21	10	0.3	?	?
O=C(Nc1ccccc1C(=O)O)c1cc(S(=O)(=O)N2CCCCC2)cs1	-4%	-17%	-32%	4%	-4	-3	-0.2	0%	/
Nc1nnc(SCCCC(=O)c2ccc(Br)cc2)s1	-8%	0%	24%	7%	-2	-7	-0.1	-5%	0%
O=C(Nc1nccs1)NC(C(F)(F)F)C(F)(F)F	-2%	-6%	6%	-3%	-2	-16	8.9	0%	2%
CCOc1ccc(N/C(C)=C/C(=O)c2ccc(C)o2)cc1	-4%	-7%	-7%	-4%	0	1	-0.1	0%	?
Cc1ccc2[nH]cc(C(=O)NCc3cccs3)c(=O)c2c1	/	-8%	21%	-1%	1	1	-0.4	-5%	25%
COc1nccnc1NS(=O)(=O)c1ccc(NC(=O)c2ccccc2Br)cc1	-2%	30%	3%	-2%	-5	-17	0.1	0%	11%
Cc1[nH]c2ccccc2c1N=Nc1c(C)n(C)n(-c2ccccc2)c1=O	10%	-12%	-23%	-1%	-2	-1	2.2	-3%	?
CCOC(=O)c1cnc2c(Cl)cc(Cl)cc2c1NCCOCCO	/	-2%	-15%	-2%	-1	20	0.9	0%	-8%
COc1ccccc1S(=O)(=O)Cc1ccc(C(=O)NCC2CCCO2)o1 (stereo not given)	4%	2%	14%	-5%	-7	4	0.3	1%	-3%
COc1cc(/C=C/C(=O)OCC(=O)Nc2cccc(F)c2)ccc1O	12%	9%	-20%	-3%	6	/	/	-8%	-18%
COc1ccc(C(=O)CN2C(=O)NC3(CCCc4ccccc43)C2=O)cc1 (stereo not given)	6%	-7%	-27%	-3%	-5	21	-1.0	-4%	-5%
CCOC(=O)c1cc2cc(-c3c(C(=O)OCC)oc4cc(O)cc(O)c4c3=O)ccc2o1	-5%	-8%	7%	15%	-1	3	0.2	2%	-4%
COc1ccc(-c2nc(=S)c3ccc4ccccc4c3[nH]2)cc1	0%	0%	9%	-9%	-11	/	/	-2%	-3%
COc1cc(NC2c3ncccc3C(=O)N2Cc2ccco2)cc(OC)c1 (stereo not given)	13%	-8%	22%	0%	7	-12	0.4	-3%	?
O=C(CSc1nc2ccccc2n1CC(=O)N1CCCCC1)N1CCCCC1	-4%	10%	-4%	-2%	-5	-11	-0.2	0%	9%
CCOC(=O)c1ccc(N(C(=O)c2ccco2)C(C(=O)NC2CCCC2)c2ccncc2)cc1 (stereo not given)	3%	7%	14%	3%	-13	36*	-0.5	1%	-21%
Cc1ccccc1C(=O)NC1CCN(Cc2nnnn2Cc2ccccc2)CC1	8%	-7%	-3%	-6%	-5	21	-0.3	-2%	0%
CN(C)CCNC(=O)c1onc(CSc2ccncc2)c1C(=O)NCCN(C)C	11%	-2%	-8%	11%	-2	/	/	6%	-11%
O=C(CN(c1ccc2c(c1)OCCO2)S(=O)(=O)c1ccccc1)NCc1ccc(Cl)cc1	-6%	3%	-11%	-5%	-6	-8	-1.4	-1%	-3%
C(=Cc1cnc2ccccc2n1)c1ccc2c(c1)OCO2	/	-8%	/	-13%	-2	/	/	4%	-27%
COC(=O)C1=NNC2(c3ccc(Cl)cc3)C(=O)N(c3ccc(Cl)cc3)C(=O)C12 (stereo not given)	2%	-21%	0%	-2%	1	-9	1.6	-1%	-19%
O=Cc1cccn1-c1ccc(O)cc1	0%	4%	10%	-2%	0	15	-0.3	0%	2%
CCCN1C=CC(=C2C(=O)c3ccccc3C2=O)C=C1	-1%	-5%	4%	-15%	-14	9	0.8	1%	0%
CCN1CCN(C(=O)CSc2nc(N)cc(N)n2)CC1	5%	-4%	6%[56.9 µM]	-2%	-1	-2	-0.6	3%	-2%
CCOc1ccc(CCNC(=O)CN2CCN(Cc3ccc(F)cc3)C2=O)cc1OCC	-10%	-6%	13%	-4%	3	-12	0.0	-3%	0%
CCOC(=O)C1CCN(C2=C(NS(=O)(=O)c3ccc(Br)cc3)C(=O)c3ccccc3C2=O)CC1	5%	-12%	0%	-3%	10	1	-0.5	-20%	?
CCCCCNS(=O)(=O)c1ccc(N2CCCCS2(=O)=O)cc1	-2%	-1%	21%	-2%	-1	/	-2.2	3%	-20%
CC(=O)c1cccc(S(=O)(=O)Nc2cccc(S(=O)(=O)NC3=NCCC3)c2)c1	-4%	1%	0%	-3%	-11	-1	1.1	2%	-15%
CC(C)n1ncc(C(N)=O)c1N	0%	-1%	?	-6%	-4	-1	0.8	3%	6%
CC(C)Cn1c(SCC(=O)c2ccc(Cl)s2)nnc1-c1ccco1	-1%	0%	-26%	-2%	-2	-12	0.9	1%	?
Cc1ccc(S(=O)(=O)N2CCC(=O)N(C(CO)C(C)C)CC2)cc1 (stereo not given)	9%	5%	10%	-1%	-8	-4	-2.0	1%	-5%
COc1ccc(CNC(=O)C2CCC(CNc3c(N4CCOCC4)c(=O)c3=O)CC2)cc1 (stereo not given)	6%&-7%	1%&5%	3%&4%	0%&-2%	-7&0	-29	0.2	0%&1%	0%&17%
NC(COCc1ccccc1)c1csc(Nc2nccc(C(F)(F)F)n2)n1 (stereo not given)	/	/	/	0%	-1	/	/	-2%	7%
CCCN1C(=O)C(=O)N(CC(=O)N2c3ccccc3NC(=O)CC2C)C1=O (stereo not given)	/	5%	/	-2%	0	/	/	0%	-4%
CN1C(=O)CC(N2CCN(c3ccccc3)CC2)C1=O (stereo not given)	-6%	-9%	19%	-1%	-14	/	/	1%	9%
O=C(CNC(=O)c1ccccn1)N/N=C/c1ccc2c(c1)OCO2	-3%	2%	-16%	-1%	-4	4	-0.1	4%	-2%
Clc1ccc(C(c2nnnn2CCc2ccccc2)N2CCSCC2)cc1 (stereo not given)	-6%	10%	1%	0%	-12	7	0.2	2%	-6%
O=C(NC1CCCCCC1)c1ccc(CS(=O)Cc2ccccc2Cl)o1 (stereo not given)	-13%	3%	-23%	2%	-3	8	-0.3	2%	0%
COc1ccccc1Oc1ccc(S(=O)(=O)N2CCCCC2)cc1NC(=O)CCNC(C)=O	12%	6%	-46%	-3%	-14	11	0.4	-1%	?
O=C(c1ccc([N+](=O)[O-])cc1Cl)N1CCN(Cc2ccccc2)CC1	/	0%	/	-7%	0	/	/	-1%	-16%
Cc1ccc(C(=O)c2ccc(O)cc2)cc1C	5%	2%	13%[56.9 µM]	5%	-8	-14	-0.5	0%	0%
Cc1cc(Cl)ccc1C(=O)C1CCCN(C(=O)c2ccsc2)C1 (stereo not given)	-2%	9%	-6%	-2%	-5	/	/	3%	-22%
CCOC(=O)C1CCN(C(=O)COc2ccc(N(C)S(=O)(=O)c3ccc(C)cc3)cc2)CC1	1%	-7%	-1%	-4%	3	11	-0.6	-5%	-3%
COc1ccc(OC)c(NC(=O)C2CCN(S(=O)(=O)c3cccs3)CC2)c1	-14%	0%	-17%	-5%	-3	19	-1.8	2%	-17%
CCOC(=O)C1(C)CCN1C(=O)c1cc(C)n(C(C)(C)C)n1 (stereo not given)	/	/	/	1%	-2	/	/	-3%	-7%
